High-throughput results from PubChem BioAssay.
ssDAF12 agonist = S. stercoralis DAF-12 nuclear receptor activators, primary screen, cell-based, luminescence, HEK293, GRIP1 co-expression, lit1-tk-luc; activation, % at 6.8 µM; HEK293 ssDAF-12/GRIP1 lit1-tk-luc reporter; % of 3 µM dafachronic acid response; hit rate 1% among 370,000;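 active = activation above the mean over all tested compounds plus 3 SD, cut at about 0.9% in these data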;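 note: 0% = DMSO-only wells and 100% = 3 µM delta7-dafachronic acid wells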
GAA850 FXN act = FXN promoter activators, primary screen, cell-based, luciferase luminescence, HEK293 lucGAA850; HEK293 lucGAA850 FXN promoter luciferase reporter, 24 h; percent of 10 µM SAHA response; activation, % at 6 µM; hit rate 0.56% among 360,000; AID 540364, 2011;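 active = activation above the average of all compounds screened plus 3 SD, cutoff fixed separately per campaign, cut at about 7.5% in these data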;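 note: 0% = DMSO wells and 100% = 10 µM SAHA wells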
PG9 Ab binder = binders of HIV-1 gp120 antibody PG9, primary screen, biochemical, TR-FRET; TR-FRET gp120-PG9 antibody binding; AID 624416, 2012; hit rate 0.43% among 360,000; HIV-1 gp120 / PG9 antibody interaction; inhibition, % at 6.7 µM; in the data active = inhibition above about 8.5%
DAX1 inh-1 = DAX1 (NR0B1) inhibitors, primary screen, cell-based, HEK293, Gal4-DAX1, luciferase luminescence. Nuclear receptor subfamily 0 group B member 1 (Homo sapiens), P51843. HEK293 Gal4-DAX1 luciferase reporter. inhibition, % at 6.75 µM. hit rate 0.99% among 340,000. AID 504766, 2011;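 active = inhibition above the mean over all tested compounds plus 3 SD, cut at about 4.2% in these data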;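 note: 0% = DAX1-transfected cells with DMSO and 100% = empty-vector control cells with DMSO; inhibition shows as a rise in luminescence from relieved DAX1 repression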
Target sequence (P51843 207-470 limits assumed): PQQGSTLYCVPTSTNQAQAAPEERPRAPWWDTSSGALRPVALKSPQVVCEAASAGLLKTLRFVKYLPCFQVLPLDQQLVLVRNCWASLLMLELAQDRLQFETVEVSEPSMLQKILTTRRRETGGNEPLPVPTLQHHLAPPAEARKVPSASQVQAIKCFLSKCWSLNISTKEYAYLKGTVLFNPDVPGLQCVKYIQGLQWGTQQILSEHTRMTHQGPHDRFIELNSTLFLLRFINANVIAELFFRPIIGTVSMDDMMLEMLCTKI
hcDAF12 agonist = H. contortus DAF-12 nuclear receptor activators, primary screen, cell-based, luminescence, HEK293, lit1-tk-luc reporter; hit rate 1.4% among 370,000; AID 652067, 2013; HEK293 hcDAF-12 lit1-tk-luc reporter; 0% DMSO, 100% Δ7-dafachronic acid; activation, % at 6.8 µM;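 active = activation above the mean of all tested compounds plus 3 SD, cut at about 5.5% in these data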;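 note: 100% = response to 3 µM Δ7-dafachronic acid high control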
ADAM10 inh = human ADAM10 inhibitors, primary screen, biochemical, QFRET, HTS | Disintegrin and metalloproteinase domain-containing protein 10 (Homo sapiens), O14672 | recombinant ADAM10, EDANS/DABCYL FRET peptide cleavage, 3 h | inhibition, % at 7 µM | hit rate 0.62% among 370,000;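 active = inhibition above a per-campaign cutoff equal to the mean of compounds falling between control-based bounds plus 3 SD, cut at about 20% in these data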;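 note: 0% = DMSO wells while the 100% control is not disclosed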
Target sequence (O14672 214-748 limits assumed): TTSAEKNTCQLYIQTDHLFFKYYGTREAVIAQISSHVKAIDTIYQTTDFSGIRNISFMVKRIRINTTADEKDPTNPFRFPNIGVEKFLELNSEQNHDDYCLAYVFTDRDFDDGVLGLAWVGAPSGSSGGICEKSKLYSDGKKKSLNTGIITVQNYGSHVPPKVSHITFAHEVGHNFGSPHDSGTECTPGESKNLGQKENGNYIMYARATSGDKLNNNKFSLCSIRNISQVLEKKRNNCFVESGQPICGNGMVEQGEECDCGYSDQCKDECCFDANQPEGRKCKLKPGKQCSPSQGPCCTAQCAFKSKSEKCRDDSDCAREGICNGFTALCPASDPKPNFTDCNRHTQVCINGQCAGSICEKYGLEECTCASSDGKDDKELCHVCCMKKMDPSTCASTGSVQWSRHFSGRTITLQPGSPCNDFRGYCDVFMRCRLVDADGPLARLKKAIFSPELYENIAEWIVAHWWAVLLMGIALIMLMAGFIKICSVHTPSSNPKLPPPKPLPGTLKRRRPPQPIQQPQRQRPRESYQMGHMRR
DAX1 inh-2 = DAX1 (NR0B1) inhibitors on StAR promoter, primary screen, cell-based, luminescence, SF-1 (NR5A1), full-length DAX-1. HEK293T StAR-luciferase reporter, SF-1/DAX-1 repression relief. inhibition, % at 6.8 µM. hit rate 1.1% among 370,000. AID 652010, 2013;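 active = inhibition above the mean over all tested compounds plus 3 SD, cut at about 3.6% in these data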;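 note: 0% = DAX-1 cells with DMSO and 100% = cells lacking DAX-1 with DMSO; higher inhibition means more luminescence from relief of DAX-1 repression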
ADAM17 inh = ADAM17 inhibitors, primary screen, biochemical, QFRET; recombinant ADAM17, EDANS/DABCYL FRET peptide cleavage; inhibition, % at 6.95 µM; hit rate 0.83% among 370,000;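 active = inhibition above the mean of compounds lying between control limits plus 3 SD, set per campaign, cut at about 8.5% in these data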;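 note: 0% = DMSO-only wells as the low control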
hgDAF12 agonist = H. glycines DAF-12 receptor agonists, primary screen, cell-based, luminescence, HEK293, GAL4 fusion, UAS-luciferase. activation, % at 6.8 µM. Nuclear hormone receptor DAF-12 (Heterodera glycines), GAL4 fusion. hit rate 1.8% among 370,000. HEK293 GAL4-hgDAF12 UAS-luciferase reporter, agonist luminescence; normalized to butyrate control. AID 687014, 2013;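 active = activation above a cutoff set at the mean of all screened compounds plus 3 SD, cut at about 10% in these data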;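 note: 0% = DMSO wells and 100% = sodium butyrate wells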
SMARCA2 act = SMARCA2 (BRM) function activators, primary screen, cell-based, luminescence, high throughput. MG213 cells, MMTV-luciferase reporter, dexamethasone, overnight. activation, % at 9.1 µM. hit rate 1% among 370,000; in the data active = activation above about 7.8%;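 note: 0% = vehicle wells and 100% = reference activator wells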
NPR1 activator = GC-A stimulated cGMP production enhancers – HEK293 GC-A cells, cGMP TR-FRET, EC30 ANP, primary screen | 0% at EC30 ANP, 100% saturating ANP | hit rate 0.14% among 370,000 | AID 1671463, 2021 | Atrial natriuretic peptide receptor 1 (Homo sapiens), P16066 | activation, % at 10 µM; in the data active = activation above about 40%
An asterisk follows results filed as active; i = inactive; . = not tested or not shown.

SMILES | ssDAF12 agonist | GAA850 FXN act | PG9 Ab binder | DAX1 inh-1 | hcDAF12 agonist | ADAM10 inh | DAX1 inh-2 | ADAM17 inh | hgDAF12 agonist | SMARCA2 act | NPR1 activator
COc1ccc(NC(=O)C2CC2(Cl)Cl)cc1S(=O)(=O)N1CCCCC1 (stereo not given) | -1.6 | -2.2 | 2.1 | 0.0 | -0.9 | -6 | -0.3 | -3 | 1.6 | -8 | 0
CC1(C)CC(=O)C2=C(C1)N(c1ccc(F)cc1)C(=O)CC2c1ccccc1 (stereo not given) | -1.1 | 1.8 | 1.3 | -1.5 | -0.9 | -1 | 0.5 | 0 | 0.2 | -1 | -17
COc1ccccc1Nc1nc(N)nc(CN2CCN(c3ccccc3F)CC2)n1 | -1.1 | -0.9 | -0.7 | -1.7 | -1.3 | 4 | -0.6 | 0 | -0.1 | -1 | 6
O=S(=O)(c1cccc(NC(=S)NCc2ccco2)c1)N1CCOCC1 | -0.8 | 2.6 | -0.9 | -0.3 | -0.3 | 0 | 0.0 | 8 | 0.7 | -4 | 4
CC(C)c1cc(-c2n[nH]c(=S)n2Cc2ccccc2)cs1 | -0.7 | 2.4 | -1.0 | -1.1 | -1.8 | 12 | -0.7 | 2 | -0.6 | 1 | -2
O=C(COc1ccc(Br)cc1F)Nc1nnc(C2CC2)s1 | -1.8 | 2.0 | -1.4 | 0.3 | -0.3 | -9 | -0.3 | -3 | 0.4 | -1 | 0
Cc1ccc(CONC(=O)c2ccc(C)cc2)cc1 | 0.9 | 2.1 | 0.2 | 2.9 | 0.5 | -16 | 5.9* | -4 | 8.8 | 2 | -2
COc1ccccc1NC(=S)N/N=C1\CC(C)(C)Oc2ccc(O)cc21 | -1.3 | -2.0 | -0.3 | -1.5 | -1.5 | -26 | -0.5 | -6 | -4.6 | -5 | 42*
Cc1ccc(C(=O)CSc2nc3ccccc3c(=O)n2N)o1 | 0.0 | 3.9 | -1.0 | 3.0 | 3.0 | -6 | 3.4 | -4 | 8.4 | 7 | 0
COc1ccc(S(=O)(=O)N2CCN(Cc3cccnc3)CC2)cc1 | -0.5 | 1.5 | -1.0 | -0.1 | 0.8 | -1 | -0.1 | -3 | 1.4 | 0 | 0
O=C(NCCCN1CCOCC1)c1ccc2c(c1)N(Cc1c(F)cccc1Cl)C(=O)CS2 | -1.6 | -1.9 | 1.5 | -0.8 | -3.0 | -6 | -0.4 | 3 | 1.2 | -1 | 2
COc1ccc(C)cc1S(=O)(=O)N(C)CC(=O)Nc1ccc2c(c1)OCO2 | -1.1 | -2.1 | -2.5 | 0.3 | -1.0 | 14 | 0.0 | 10* | 2.6 | -5 | -4
O=C(NNC(=O)c1cc(S(=O)(=O)N2CCOCC2)ccc1Cl)c1ccc(F)cc1 | -1.2 | 0.1 | 1.7 | 0.0 | 0.9 | -8 | -0.1 | -4 | 0.5 | -3 | -1
Cc1ccc(O)c(CNc2nc3ccccc3n2C)c1 | -0.9 | 3.5 | -3.7 | 0.6 | 1.2 | 3 | 1.2 | 0 | 0.1 | 9.3* | -3
O=C(NC(=S)Nc1c(F)cc(F)cc1Br)c1ccc2c(c1)OCCO2 | -0.8 | 1.6 | 0.4 | 1.1 | 2.6 | 11 | 0.3 | 2 | 5.3 | -2 | 2
Cc1cccc(NC(=S)/N=C(\N)Nc2nc(C)c3ccccc3n2)c1 | -1.8 | -0.7 | -0.5 | -1.4 | -1.6 | -9 | -0.3 | -4 | -0.5 | 0 | -2
NC(=O)c1cnn2c(-c3cccc(C(F)(F)F)c3)ccnc12 | -2.1 | 0.5 | -2.8 | . | 1.1 | -79 | 0.2 | -23 | -0.7 | 0 | -33
Cc1nn(CC(=O)N2N=C(C(F)F)CC2(O)C(F)F)c(C)c1[N+](=O)[O-] (stereo not given) | -0.9 | 0.4 | 0.6 | -0.6 | -0.4 | 3 | 0.3 | 0 | 4.8 | -2 | 0
COC(=O)[C@H]1C[C@H](OC(=O)NC2CC2)[C@@]2(O)CN(S(=O)(=O)c3ccc(C)cc3)CC2[C@H]1C(=O)OC (stereo not given in full) | -0.2 | 0.3 | -0.7 | 1.3 | 1.0 | -9 | -0.1 | -5 | -1.3 | 1 | -2
Cc1ccc(S(=O)(=O)N2[C@@H](c3ccc(C(C)(C)C)cc3)C(C(=O)O)=CC[C@H]2c2ccc(Cl)c(Cl)c2)cc1 | -1.2 | -0.9 | 0.1 | -0.6 | 1.3 | -4 | 2.9 | -5 | -1.7 | -5 | -4
CC(CC(=O)NCc1ccc(F)cc1)c1ccccc1 (stereo not given) | -0.6 | -0.4 | 1.9 | -1.1 | -1.0 | 0 | -0.3 | -6 | -3.1 | -1 | 0
Cc1cc(C(=O)COc2ccccc2[N+](=O)[O-])c(C)n1-c1cccc(S(=O)(=O)N2CCOCC2)c1 | 0.6 | -2.7 | 2.2 | -1.3 | 3.1 | -3 | 0.4 | -6 | -4.9 | -4 | -3
CCCCNc1c(N2CCN(C(=O)OCC)CC2)c(=O)c1=O | -1.1 | -0.1 | 0.3 | 0.3 | -1.2 | -4 | -0.7 | 0 | -1.5 | -2 | -2
Cc1ccccc1C(=O)N[C@@H](CC(C)C)C(=O)N1CCC[C@H]1C(=O)NCc1ccccc1 | 0.2 | . | -1.1 | . | -0.9 | -3 | 0.2 | -4 | -0.5 | -2 | 3
Nc1nnc(Cc2ccccc2)s1 | -1.6 | -2.1 | -1.0 | -0.1 | 0.6 | 4 | 0.2 | 3 | 0.4 | 2 | 0

Next structures:
SMILES | ssDAF12 agonist | GAA850 FXN act | PG9 Ab binder | DAX1 inh-1 | hcDAF12 agonist | ADAM10 inh | DAX1 inh-2 | ADAM17 inh | hgDAF12 agonist | SMARCA2 act | NPR1 activator
O=C(CCCOc1ccc(Br)cc1)NNC(=O)c1ccncc1 | -0.6 | 0.6 | 0.9 | 0.0 | -0.3 | -27 | -2.4 | 2 | -1.8 | -3 | 7
COc1ccc(C=Nn2c(-c3n[nH]c4c3CCC4)n[nH]c2=S)cc1OCc1ccccc1 | -1.9 | . | . | . | -2.4 | -2 | -0.5 | 3 | -2.3 | -2 | 2
C(=N\Nc1nc2ccccc2[nH]1)/c1ccncc1 | -0.4 | 2.0 | -8.2 | 3.7 | 2.7 | 7 | 1.1 | 1 | 8.1 | 4 | -5
Cc1ccccc1NCC(=O)N/N=C/c1c[nH]c2ccccc12 | -0.9 | 0.6 | -3.7 | -1.8 | 4.2 | 8 | -0.5 | 2 | 0.2 | 0 | 0
COc1ccc(C(=O)N[C@H](C(=O)NCc2ccc(C)cc2)C(C)C)cc1 | -0.9 | -2.6 | -1.2 | 1.5 | 1.4 | -8 | -0.2 | 2 | 0.1 | 0 | -2
NC(=O)CN1CCN(S(=O)(=O)c2ccc(Cl)cc2)CC1 | -1.9 | 4.2 | -1.9 | 0.4 | -2.0 | -2 | -0.1 | -2 | -2.2 | 0 | 3
CCN1C(=O)/C(=C2\SC(=S)N(NC(=O)c3cccnc3)C2=O)c2ccccc21 | -0.7 | 1.7 | -7.2 | -0.1 | 0.3 | -6 | -0.3 | -4 | -1.4 | 0 | 3
CCOC(=O)c1c(C)n(C)c2cc(Br)c(OC)cc12 | 0.2 | 3.3 | -0.6 | -0.4 | -2.3 | 0 | -0.7 | -3 | -1.8 | 2 | -22
O=C(NC1CCN(S(=O)(=O)c2ccc(F)cc2)CC1)C1CCCCC1 | -1.2 | 2.0 | 0.8 | 0.6 | -2.8 | 2 | -0.5 | -5 | -0.8 | 1 | 4
O=C(Nc1ccccc1)c1ccc(S(=O)(=O)N(CCO)CCO)cc1 | -1.2 | 0.4 | -0.9 | 0.1 | -1.1 | -3 | -0.1 | -5 | -0.1 | 0 | 0
CCOC(=O)C1=C(C)C(c2ccccc2OC)NC(=S)N1 (stereo not given) | -0.8 | 0.9 | -1.2 | 2.0 | -2.1 | 0 | -0.5 | 3 | 2.4 | -5 | -4
Cc1ccc(NC(=O)CN2C(=O)N/C(=C/c3ccc4c(c3)OCCO4)C2=O)cc1 | -0.6 | 1.5 | 0.6 | 0.3 | 3.2 | -4 | 0.5 | -2 | 0.1 | -3 | -1
O=C1CN(C(=S)Nc2ccc(OC(F)F)cc2)CCN1 | -2.1 | 0.1 | -2.5 | 1.3 | -2.2 | -2 | 0.3 | -2 | -1.5 | 1 | -1
COCCNC(=O)C[C@H]1C[C@H]2c3cc(NS(=O)(=O)c4ccc(F)cc4)ccc3O[C@H]2[C@H](CO)O1 | -1.2 | -0.4 | 0.5 | 0.7 | -2.1 | 9 | -0.2 | 3 | 4.6 | -2 | 1
COc1cccc(NC(=O)CN(C)C(=O)c2cc(-c3ccco3)nc3ccccc23)c1 | -0.9 | 1.0 | -2.2 | -1.2 | -1.8 | i | -2.6 | -420 | -2.5 | -1 | 2
CCOc1cc(/C=C(/C#N)C(=O)Nc2ccc(O)cc2)cc(Br)c1O | -1.0 | 2.0 | -9.1 | 0.9 | -1.3 | 4 | -0.1 | 3 | 2.4 | -2 | -7
CC(=O)N[C@@H](Cc1c[nH]c2ccccc12)C(=O)NCCc1ccc(S(N)(=O)=O)cc1 | -0.8 | 0.0 | -1.1 | 1.3 | 1.4 | 5 | 0.1 | -2 | 1.4 | 1 | 0
COCCn1c(Sc2nc(C)cs2)nc2c1c(=O)[nH]c(=O)n2C | -0.9 | 0.9 | 0.6 | -1.2 | -2.2 | 7 | -0.4 | 0 | 0.3 | -2 | 2

An excerpt of these results, tab-delimited:
molecule	ssDAF12 agonist	GAA850 FXN act	PG9 Ab binder	DAX1 inh-1	hcDAF12 agonist	ADAM10 inh	DAX1 inh-2	ADAM17 inh	hgDAF12 agonist	SMARCA2 act	NPR1 activator
CCN1C(=O)/C(=C2\SC(=S)N(NC(=O)c3cccnc3)C2=O)c2ccccc21	-0.7	1.7	-7.2	-0.1	0.3	-6	-0.3	-4	-1.4	0	3
CCOC(=O)c1c(C)n(C)c2cc(Br)c(OC)cc12	0.2	3.3	-0.6	-0.4	-2.3	0	-0.7	-3	-1.8	2	-22
O=C(NC1CCN(S(=O)(=O)c2ccc(F)cc2)CC1)C1CCCCC1	-1.2	2.0	0.8	0.6	-2.8	2	-0.5	-5	-0.8	1	4
O=C(Nc1ccccc1)c1ccc(S(=O)(=O)N(CCO)CCO)cc1	-1.2	0.4	-0.9	0.1	-1.1	-3	-0.1	-5	-0.1	0	0
